Source: PubChem BioAssay
15-hLO-2 inh = qHTS Assay for Inhibitors of 15-hLO-2 (15-human lipoxygenase 2); purified 15hLO-2, xylenol orange hydroperoxide absorbance; Potency, µM (doses to about 57.1 µM), for inactives: at the top dose activity change, negative = inhibition, usual class: inhibitors; 110,000 compounds, 0.56% hits; AID 881, 2007; further: potency means the concentration at half of the fitted maximal effect; nearly all actives have a fitted effect of over 60% in size; many of its hits are not listed in these tables
Target sequence (O15296 whole entry, looked up): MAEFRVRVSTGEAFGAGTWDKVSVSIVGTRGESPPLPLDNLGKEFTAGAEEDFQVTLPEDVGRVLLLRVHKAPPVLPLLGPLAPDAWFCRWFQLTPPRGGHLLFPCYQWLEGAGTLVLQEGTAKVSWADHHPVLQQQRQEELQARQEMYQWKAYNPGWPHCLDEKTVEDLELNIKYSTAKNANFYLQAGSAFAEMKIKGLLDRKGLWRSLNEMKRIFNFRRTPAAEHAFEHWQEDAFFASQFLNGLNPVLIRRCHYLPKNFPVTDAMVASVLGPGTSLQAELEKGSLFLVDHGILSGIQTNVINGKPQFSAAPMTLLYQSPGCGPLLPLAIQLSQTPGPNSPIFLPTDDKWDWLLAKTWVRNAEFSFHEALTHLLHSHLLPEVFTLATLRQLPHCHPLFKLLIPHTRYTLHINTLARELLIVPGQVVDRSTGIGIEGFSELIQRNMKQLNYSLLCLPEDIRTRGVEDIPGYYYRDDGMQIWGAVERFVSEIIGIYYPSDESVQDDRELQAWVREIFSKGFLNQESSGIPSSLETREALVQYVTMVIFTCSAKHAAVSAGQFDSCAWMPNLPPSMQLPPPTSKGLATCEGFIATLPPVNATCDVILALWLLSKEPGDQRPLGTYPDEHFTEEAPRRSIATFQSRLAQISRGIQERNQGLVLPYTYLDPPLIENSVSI
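Purified human 15hLO-2 (50 nM) preincubated 15 min with compound, then 45 uM arachidonic acid for 90 min at RT in 25 mM Hepes pH 7.5, 0.01% Triton X-100. Hydroperoxide detected by Fe-xylenol orange; 573/405 nm absorbance ratio.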
12-hLO inh = qHTS Assay for Inhibitors of 12-hLO (12-human lipoxygenase). AID 1452, 2008. 150,000 compounds, 0.12% hits. purified 12-hLO, xylenol orange hydroperoxide absorbance. Polyunsaturated fatty acid lipoxygenase ALOX12 (Homo sapiens), P18054. Potency, µM (series often up to 57.1 µM), for the others: at the highest dose activity change, negative = inhibition, usual class: inhibitors; further: potency means the concentration at half of the fitted maximal effect; nearly all actives have a fitted effect of over 55% in size; many of its hits are not listed in these tables
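Xylenol orange chromogenic assay: hydroperoxide from 12hLO oxidises Fe(II), giving red-shifted Fe(III)-XO absorbance. Conditions: 150 nM enzyme, 40 uM arachidonic acid, 25 mM Hepes pH 7.0, 0.01% Triton X-100, 30 min, room temperature.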
PNC assembly inh = High Content Assay for Compounds that inhibit the Assembly of the Perinucleolar Compartment | PC3M PTB-GFP, PNC prevalence imaging, 16 h; hits give low values | activity change (PNC), negative = inhibition, % at 10 µM | AID 2417, 2010 | 140,000 compounds, 3.1% hits;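 active means readout at or below -70, meaning at least 70% loss of cells showing the perinucleolar compartment, a nuclear body marking cancer cells; inconclusive means readout between -30 and a set limit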;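 further: plate controls were DMSO wells for no effect and camptothecin positive control wells for full effect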
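Read-out is percentage of cells bearing a perinucleolar compartment, from automated 20x imaging of fixed, Hoechst-stained PC3M PTB-GFP cells. Cells were seeded 4 h, then exposed 16 h to compound (23 nl of library stock) in duplicate plates.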
IMPase inh = qHTS Assay for Identifying the Cell-Membrane Permeable IMPase Inhibitors; Inositol monophosphatase 1 (Rattus norvegicus), P97697; CHO-M1 cells, IP1 accumulation, HTRF TR-FRET ratio; inhibition (IP1 accumulation), % at 46.1 µM; 120,000 tested, under 10 active; AID 901, 2007; active means well fitted curve in the direction sought with a large enough effect in the signal ratio, not every such curve was filed as active; inconclusive means small, poorly fitted or top-dose-only effect, or a change in a side signal; inactive means no such curve, though single readings can be large or run the other way; the % refers to the signal ratio;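 further: cells stimulated with carbachol in lithium chloride buffer; plate controls were DMSO basal wells for no effect and reference inhibitor wells for full effect; higher means more IMPase inhibition seen as more IP1 and lower FRET ratio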
Target sequence (P97697 whole entry, looked up): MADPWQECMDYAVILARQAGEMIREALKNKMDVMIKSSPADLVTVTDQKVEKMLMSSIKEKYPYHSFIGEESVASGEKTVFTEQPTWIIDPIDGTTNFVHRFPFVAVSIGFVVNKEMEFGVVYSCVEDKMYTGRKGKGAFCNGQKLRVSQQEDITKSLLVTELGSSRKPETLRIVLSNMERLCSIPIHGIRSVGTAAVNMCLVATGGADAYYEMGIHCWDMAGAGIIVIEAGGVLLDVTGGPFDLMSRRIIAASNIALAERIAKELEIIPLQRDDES
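Elevated IP1 in lysates lowers TR-FRET signal (665/620 ratio and 620 channel reported). Cells were CHO-M1, given carbachol (50 uM as added) plus 50mM LiCl, pH 7.4, 30 min, 37C; compounds titrated up to 46 uM; AC50 by Hill equation.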
An asterisk follows results filed as active; & = joins results of further samples; [ ] = dose if it differs, or a comment. Unless noted, the call rests on the fitted dose curve; in most records, active means well fitted curve in the direction sought with a large enough effect; inconclusive means small, poorly fitted or top-dose-only effect, or another doubt; inactive means no such curve, though single readings can be large; an effect the other way counts as inactive or inconclusive. Unless noted, on the % scale 0 is the no-effect control and ±100 the full control effect. The list is partial; rates above refer to the full screens.

The opening four compounds, to show the layout:
What do the screens show for `O=C(CCN1C(=O)c2ccccc2S1(=O)=O)Nc1ccc2c(c1)OCCO2`?
15-hLO-2 inh: 5.5%; 12-hLO inh: -0.3%; PNC assembly inh: 10.5; IMPase inh: -0.8

Results for C/C(=N\NC(=S)NC1CCCCC1)c1cccc(Br)c1 ?
12-hLO inh: -5.1%; PNC assembly inh: inconclusive; IMPase inh: 2.4

What do the screens show for `CCOC(=O)c1ccc(N2C(=O)C3CC=C(C)CC3C2=O)cc1` (centres undefined)?
15-hLO-2 inh: 4.1%; 12-hLO inh: -1.5%; PNC assembly inh: -19.1; IMPase inh: 6.5

Results for CCOc1ccc(-c2nnc(SCc3nc4ccccc4[nH]3)n2N)cc1 ?
15-hLO-2 inh: 54.9%[activator]; 12-hLO inh: -8.1%; PNC assembly inh: 31.5; IMPase inh: -3.3

The listing, from the start:
What do the screens show for `O=C(CCN1C(=O)c2ccccc2S1(=O)=O)Nc1ccc2c(c1)OCCO2`?
15-hLO-2 inh: 5.5%; 12-hLO inh: -0.3%; PNC assembly inh: 10.5; IMPase inh: -0.8

Results for C/C(=N\NC(=S)NC1CCCCC1)c1cccc(Br)c1 ?
12-hLO inh: -5.1%; PNC assembly inh: inconclusive; IMPase inh: 2.4

What do the screens show for `CCOC(=O)c1ccc(N2C(=O)C3CC=C(C)CC3C2=O)cc1` (centres undefined)?
15-hLO-2 inh: 4.1%; 12-hLO inh: -1.5%; PNC assembly inh: -19.1; IMPase inh: 6.5

Results for CCOc1ccc(-c2nnc(SCc3nc4ccccc4[nH]3)n2N)cc1 ?
15-hLO-2 inh: 54.9%[activator]; 12-hLO inh: -8.1%; PNC assembly inh: 31.5; IMPase inh: -3.3

Results for COc1ccc(OC)c(Nc2nc(N)nc(CSc3nnc(N)s3)n2)c1 ?
15-hLO-2 inh: 4.4%; 12-hLO inh: 1.7%; PNC assembly inh: inconclusive; IMPase inh: -7.0

Results for CC1(C)C(=O)Nc2ccccc2N1C(=O)COC(=O)C1CCCCC1 ?
15-hLO-2 inh: -5.4%; 12-hLO inh: -2.1%; PNC assembly inh: -6.1; IMPase inh: 6.0

How did COc1ccc(-c2ccnc(SCC(=O)Nc3ccccn3)n2)cc1 do in these assays?
12-hLO inh: -3.2%; PNC assembly inh: 38.6; IMPase inh: 3.7

Results for Cc1ccc2nc(NNC(=O)c3ccc4c(c3)OCCO4)sc2c1 ?
12-hLO inh: -8.0%; PNC assembly inh: 46.6

How did CNC(=S)N/N=C/c1c(Cl)cccc1Cl do in these assays?
12-hLO inh: -5.4%; PNC assembly inh: inconclusive

How did CC(=O)c1ccc(Nc2cc(C)nc3nc(C)nn23)cc1 do in these assays?
12-hLO inh: 0.9%; PNC assembly inh: 20.1

Results for COc1ccc2oc(=O)c(-c3nc(C)cs3)cc2c1 ?
15-hLO-2 inh: -14.9%; 12-hLO inh: -5.3%; PNC assembly inh: -6.6; IMPase inh: -1.7

Results for CCN(CC(=O)NC1CCS(=O)(=O)C1)S(=O)(=O)c1ccc2ccccc2c1 (centres undefined) ?
12-hLO inh: 4.7%; PNC assembly inh: 4.1

How did CCOC(=O)N1CCN(S(=O)(=O)c2cc3c(cc2C)NC(=O)CO3)CC1 do in these assays?
15-hLO-2 inh: 6.6%; 12-hLO inh: -6.8%; PNC assembly inh: 8.5; IMPase inh: 4.6

Results for CN(Cc1ccccc1)C(=S)NC(=O)C1CCCCC1 ?
12-hLO inh: 4.5%; PNC assembly inh: 1.3; IMPase inh: -0.4

Results for Cn1c(=O)c(C(=O)COC(=O)c2cc(C(F)(F)F)nc3c(C(F)(F)F)cccc23)c(N)n(CC2CC2)c1=O ?
15-hLO-2 inh: 4.9%; 12-hLO inh: -2.8%&3.3%; PNC assembly inh: 44.7

How did COCCNC(=S)N/N=C/c1ccc(OCc2ccc(C(=O)OC)cc2)c(OC)c1 do in these assays?
12-hLO inh: -0.1%; PNC assembly inh: inconclusive

How did CSc1ccc(/C=N/n2nnnc2N)cc1 do in these assays?
15-hLO-2 inh: -1.4%; 12-hLO inh: -0.4%; PNC assembly inh: inconclusive; IMPase inh: 8.6

Results for O=C(N/N=C/c1ccc([N+](=O)[O-])o1)c1cc(-c2ccncc2)nc2ccccc12 ?
15-hLO-2 inh: -4.2%; 12-hLO inh: -9.0%; PNC assembly inh: 37.6; IMPase inh: 13.8

Results for COCCNC(=O)c1cccc(C)c1[N+](=O)[O-] ?
12-hLO inh: 0.7%; PNC assembly inh: inconclusive; IMPase inh: -3.5

What do the screens show for `COc1cccc(-c2cc(C(=O)Nc3nc4ccccc4s3)c3ccccc3n2)c1`?
15-hLO-2 inh: 4.7%; 12-hLO inh: inconclusive; PNC assembly inh: -115.3*; IMPase inh: 0.3

Results for O=C(c1ccccc1)n1ccn(-c2ccccc2)c1=S ?
12-hLO inh: -1.1%; PNC assembly inh: inconclusive; IMPase inh: -5.9

What do the screens show for `O=C(CSc1ccc2nnc(-c3cccnc3)n2n1)NCc1ccco1`?
15-hLO-2 inh: 4.3%; 12-hLO inh: 9.7%; PNC assembly inh: -20.5; IMPase inh: 6.7

How did CC(=O)N1N=C(c2ccc(C(C)(C)C)cc2)OC1(C)C do in these assays?
12-hLO inh: -1.0%; PNC assembly inh: inconclusive; IMPase inh: inconclusive

Results for Fc1ccc(C(c2nnnn2Cc2ccccc2)N2CCSCC2)cc1 (centres undefined) ?
15-hLO-2 inh: -9.4%; 12-hLO inh: -3.4%; PNC assembly inh: inconclusive; IMPase inh: 7.0

How did O=C(NCc1ccc2c(c1)OCO2)c1ccc(-c2ccc(Cl)cc2)o1 do in these assays?
15-hLO-2 inh: 3.9%; 12-hLO inh: inconclusive; PNC assembly inh: 20.4; IMPase inh: 0.1

How did Cc1cc(C)cc(OCc2nnc(SCC(=O)OC3CCCCC3)o2)c1 do in these assays?
15-hLO-2 inh: -4.6%; 12-hLO inh: -7.2%; PNC assembly inh: 16.3; IMPase inh: -7.9

Results for Cc1ccc(S(=O)(=O)NCCCn2ccnc2)cc1 ?
12-hLO inh: 1.7%; PNC assembly inh: 44.8

What do the screens show for `COc1ccc(Oc2ncc3nc(-c4cn(C)c5ccccc45)c(=O)n(CCC#N)c3n2)cc1`?
15-hLO-2 inh: -5.7%; 12-hLO inh: -4.3%

How did O=C(Nc1nc(-c2cccs2)cs1)c1ccc(Cl)cc1 do in these assays?
15-hLO-2 inh: 7.9%; 12-hLO inh: 1.6%; PNC assembly inh: inconclusive; IMPase inh: 0.4

What do the screens show for `COc1ccc(OCc2cnc(Cl)s2)cc1`?
12-hLO inh: -8.0%; PNC assembly inh: 16.5; IMPase inh: 4.6

How did CC(C)(C)OC(=O)N1CC(O)CC1C(=O)OCC(=O)c1ccc(Cl)cc1 (centres undefined) do in these assays?
15-hLO-2 inh: -21.3%; 12-hLO inh: -4.6%; PNC assembly inh: inconclusive; IMPase inh: -1.0

Results for O=c1c(-c2ccccc2)nc2cncnc2n1Cc1ccccc1Cl ?
15-hLO-2 inh: 4.5%; 12-hLO inh: -5.6%

What do the screens show for `CCn1c(COc2ccccc2)nnc1SCc1ccc(C#N)cc1`?
15-hLO-2 inh: -1.8%; 12-hLO inh: -2.5%; PNC assembly inh: inconclusive; IMPase inh: 7.9

What do the screens show for `CC(C)Nc1nc(SCC(=O)Nc2ccccc2)nc(N2CCOCC2)n1`?
15-hLO-2 inh: 11.4%; 12-hLO inh: -4.9%; PNC assembly inh: 2.5; IMPase inh: 2.4

How did CCn1c2ccccc2n2c(=O)c(=O)n(CC(=O)Nc3ccc(C(C)C)cc3)nc12 do in these assays?
12-hLO inh: 0.5%; PNC assembly inh: 34.4

Results for CC(=O)Nc1cc2c(cc1C(=O)C(C)C)OCCO2 ?
15-hLO-2 inh: 8.5%; 12-hLO inh: -5.4%; PNC assembly inh: inconclusive; IMPase inh: inconclusive

What do the screens show for `CCSc1nnc(NC(=O)NC(CC)(C(F)(F)F)C(F)(F)F)s1`?
15-hLO-2 inh: -20.0%; 12-hLO inh: -6.0%; PNC assembly inh: 22.3; IMPase inh: 2.9

How did COc1ccc(CN2CCN(c3cc(C)nc4c5c(C)cc(C)nc5nn34)CC2)cc1F do in these assays?
15-hLO-2 inh: -9.7%; 12-hLO inh: -3.3%; PNC assembly inh: 19.5; IMPase inh: 6.0

How did Cn1cc(CNC(=O)C2c3ccccc3Oc3ccccc32)cn1 do in these assays?
15-hLO-2 inh: -3.9%; 12-hLO inh: 1.5%; PNC assembly inh: 58.1; IMPase inh: 3.7

Results for CC1CN/C(=C\C(=O)c2ccc(Br)cc2)C(=O)N1 (centres undefined) ?
12-hLO inh: 2.4%; PNC assembly inh: -15.8

How did Cc1cccc(NS(=O)(=O)c2cnc(Cl)c(Br)c2)n1 do in these assays?
12-hLO inh: 0.6%; PNC assembly inh: 8.9; IMPase inh: 3.3

Results for CCN(CC)C(=O)C1CCCN(Cc2cccc(F)c2)C1 (centres undefined) ?
15-hLO-2 inh: -7.1%; 12-hLO inh: 0.3%; PNC assembly inh: -23.5; IMPase inh: 7.8

What do the screens show for `CCOCCOC(=O)COc1ccc2c(-c3ccccc3)cc(=O)oc2c1`?
12-hLO inh: -0.2%; PNC assembly inh: -17.0

What do the screens show for `CCOc1ccccc1NC(=O)CC1Nc2cc(C)c(C)cc2NC1=O` (centres undefined)?
15-hLO-2 inh: -15.7%; 12-hLO inh: -19.5%; PNC assembly inh: 10.8; IMPase inh: 2.5

How did CCOc1ccc(-n2c(N)c(-c3nc4ccccc4[nH]3)sc2=S)cc1 do in these assays?
15-hLO-2 inh: -18.7%; 12-hLO inh: -1.9%; PNC assembly inh: inconclusive; IMPase inh: -0.3

How did COc1cccc(NC(=O)CNC(=O)c2ccccc2)c1 do in these assays?
15-hLO-2 inh: 6.0%[2.29 µM]; 12-hLO inh: 3.6%; PNC assembly inh: inconclusive; IMPase inh: 3.2

How did O=C(NC1CCCCC1)c1ccc(CNc2ccccc2)o1 do in these assays?
15-hLO-2 inh: 0.0%; 12-hLO inh: -6.4%; PNC assembly inh: -25.7; IMPase inh: -2.1

How did CCc1cccc(NC(=O)c2snc3c(=O)[nH]cnc23)c1 do in these assays?
15-hLO-2 inh: -4.5%; 12-hLO inh: -4.0%; PNC assembly inh: -28.4; IMPase inh: -0.4

What do the screens show for `N/C(Cc1cccs1)=N\OC(=O)COc1ccc(Br)cc1`?
15-hLO-2 inh: 7.9%; 12-hLO inh: 3.4%; PNC assembly inh: -9.2; IMPase inh: 5.7

How did CCN(CC)c1ccc(C(=O)OCC(=O)Nc2cc3oc4ccccc4c3cc2OC)cc1 do in these assays?
12-hLO inh: 0.5%; PNC assembly inh: 5.8; IMPase inh: -2.2

How did O=S(=O)(N1CCOCC1)n1nnc2ccccc21 do in these assays?
15-hLO-2 inh: -1.9%; 12-hLO inh: 1.0%; PNC assembly inh: inconclusive; IMPase inh: 8.2

What do the screens show for `Cc1cccc(-n2c(O)c(C=Nc3ccc4c(c3)OCO4)c3ccccc3c2=O)n1`?
15-hLO-2 inh: -16.6%; 12-hLO inh: -13.6%; PNC assembly inh: -23.1; IMPase inh: 11.2

What do the screens show for `O=C(CSc1nc2ccsc2c(=O)n1Cc1ccc(C(=O)O)cc1)NCC1CCCO1` (centres undefined)?
12-hLO inh: 2.8%; PNC assembly inh: 79.1

Results for CCOC(=O)c1c2ccc(OCC(=O)N/N=C/c3ccc(Cl)cc3)cc2n2ccccc12 ?
15-hLO-2 inh: inconclusive; 12-hLO inh: -1.4%; PNC assembly inh: -29.6; IMPase inh: -2.9
